# E coli Lon inh: inhibitors of E. coli Lon protease, primary screen, biochemical, fluorescence polarization | P0A9M0 | inhibition, % at 7.94 µM | AID 602123, 2011 | purified E. coli Lon protease | 360,000 tested, 0.42% active; in the data active = inhibition above about 13%, passing the limit was not always enough;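 note: 0% = enzyme with probe and DMSO and 100% = no enzyme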
# Target sequence (P0A9M0 whole entry, looked up): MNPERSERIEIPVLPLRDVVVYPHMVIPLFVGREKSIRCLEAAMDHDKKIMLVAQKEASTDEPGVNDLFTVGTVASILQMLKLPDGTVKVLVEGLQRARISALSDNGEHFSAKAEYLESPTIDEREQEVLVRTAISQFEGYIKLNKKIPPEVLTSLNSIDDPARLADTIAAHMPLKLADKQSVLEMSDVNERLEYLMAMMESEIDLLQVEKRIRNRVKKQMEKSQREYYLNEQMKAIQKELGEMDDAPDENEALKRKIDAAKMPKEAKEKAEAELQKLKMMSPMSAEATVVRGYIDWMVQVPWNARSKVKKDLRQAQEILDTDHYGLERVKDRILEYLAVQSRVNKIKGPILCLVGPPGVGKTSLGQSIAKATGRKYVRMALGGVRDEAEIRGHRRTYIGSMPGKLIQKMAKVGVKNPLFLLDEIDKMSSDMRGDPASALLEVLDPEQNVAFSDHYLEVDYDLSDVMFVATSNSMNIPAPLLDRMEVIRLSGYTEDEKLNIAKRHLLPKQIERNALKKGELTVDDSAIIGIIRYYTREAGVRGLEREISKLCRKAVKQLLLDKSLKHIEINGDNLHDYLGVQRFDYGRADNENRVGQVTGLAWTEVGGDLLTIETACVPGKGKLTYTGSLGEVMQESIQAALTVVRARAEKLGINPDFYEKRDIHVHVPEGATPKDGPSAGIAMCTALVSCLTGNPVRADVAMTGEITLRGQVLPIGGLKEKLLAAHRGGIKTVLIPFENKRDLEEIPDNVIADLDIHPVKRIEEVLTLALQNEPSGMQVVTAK
# MLLE-PAM2 inh: inhibitors of PABP1 MLLE–PAM2 peptide binding, primary screen, biochemical, fluorescence polarization, FITC-PAM2, GST-MLLE; 360,000 tested, 0.36% active; inhibition, % at 20 µM; Polyadenylate-binding protein 1 (Homo sapiens), P11940; in the data active = inhibition above about 35%, passing the limit was not always enough;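 note: plate controls were DMSO wells with GST-MLLE for no effect and wells lacking GST-MLLE protein for full effect; some results filed as inactive read as strong as hits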
# FAS TE block: FAS thioesterase domain inhibitors, primary screen, biochemical, fluorescence intensity, uHTS; Fatty acid synthase (Homo sapiens), P49327; 360,000 tested, 0.67% active; recombinant FAS-TE, OMFH fluorogenic substrate, fluorescence endpoint; inhibition, % at 15 µM; AID 602261, 2012;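 active = compounds whose normalised, plate-corrected inhibition of enzyme fluorescence in the single-dose primary screen is 50% or more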;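 note: 0% = DMSO with enzyme and 100% = substrate without enzyme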
# Rin1 Abl inh: inhibitors of Rin1-Abl protein binding, primary screen, biochemical, TR-FRET; inhibition, % at 7.35 µM; 360,000 tested, 0.4% active; AID 588664, 2011; in the data active = inhibition above about 5%, passing the limit was not always enough
# MsrA inhibitor: bovine MsrA enzyme inhibitors, primary screen, biochemical, absorbance, HTS. 360,000 tested, 0.75% active. inhibition, % at 15.5 µM. Methionine sulfoxide reductase A (Bos taurus). purified bovine MsrA, absorbance read-out. AID 651718, 2012; in the data active = inhibition above about 4.5%;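 note: 0% = vehicle wells with enzyme and 100% = reference inhibitor wells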
# MsrA act: bovine MsrA enzyme activators, primary screen, biochemical, absorbance, HTS; Methionine sulfoxide reductase A (Bos taurus); purified bovine MsrA, absorbance read-out; activation, % at 10.6 µM; 360,000 tested, 0.3% active; AID 602163, 2012; in the data active = activation above about 7.5%;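 note: 0% = vehicle and 100% = reference activator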
# CSN deneddyl inh: inhibitors of CSN-mediated cullin deneddylation, primary screen, biochemical, fluorescence polarization, uHTS; AID 651999, 2013; inhibition, % at 12.5 µM; COP9 signalosome complex subunit 5 (Homo sapiens), Q92905; 360,000 tested, 0.38% active; Purified CSN, SCF-Nedd8-OG deneddylation;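 active = pattern-corrected inhibition above about 35%, with an unprinted fluorescence ratio check between 0.5 and 1.5, limit read from the data, passing the limit was not always enough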;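 note: 0% = enzyme with substrate and 100% = substrate without enzyme; some results filed as inactive read as strong as hits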
# Target sequence (Q92905 whole entry, looked up, one chain of several): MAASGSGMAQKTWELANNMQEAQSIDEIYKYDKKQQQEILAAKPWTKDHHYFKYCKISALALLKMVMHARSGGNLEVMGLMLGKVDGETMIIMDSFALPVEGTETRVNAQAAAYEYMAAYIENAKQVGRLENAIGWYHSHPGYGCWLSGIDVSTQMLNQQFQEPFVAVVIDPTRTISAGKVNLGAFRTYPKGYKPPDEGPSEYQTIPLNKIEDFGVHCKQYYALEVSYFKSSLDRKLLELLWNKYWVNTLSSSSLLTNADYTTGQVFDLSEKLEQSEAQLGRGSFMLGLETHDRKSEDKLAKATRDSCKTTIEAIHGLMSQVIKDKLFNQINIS
#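 Assay system: HEK293T-derived human Csn5 enzyme; quantity: 0.24 nM enzyme; medium: Tris/NaCl/DTT buffer, pH 7.5; also added: substrate SCFSkp2-Nedd8OG, 10 nM; doses: 12.5 µM compound; schedule: 90 min reaction at room temperature; signal: FP; read-out: % inhibition of substrate cleavage by Csn5; benchmarks: substrate-only high control, full reaction low control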
# MT1-MMP act inh: blockers of MT1-MMP proenzyme processing, primary screen, HT1080 RFP-PRO-GFP cells, GFP/RFP fluorescence; GFP/RFP ratio fluorescence, overnight; percent of plate control window, DMSO zero; GFP/RFP ratio change, % at 20 µM; 360,000 tested, 0.061% active; AID 651647, 2012;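 active = GFP/RFP ratio change of at least 30% with cell ATP level not reduced by more than half and red fluorescence within 50% of control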; note: strong numbers were not always called active
#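 Assay system: HT1080 cells carrying an RFP-PRO-GFP reporter | Dosing: Single dose of 20 µM compound, 1% DMSO final | Incubation: Cells overnight before dosing, compound overnight, 37 °C, 5% CO2 | Evaluation: GFP/RFP fluorescence ratio | Control set: DMSO and RFP-L50D-GFP cell wells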
# Rpn11 inh: Rpn11 (PSMD14) deubiquitinase inhibitors, primary screen, biochemical, fluorescence polarization, uHTS; 26S proteasome non-ATPase regulatory subunit 14 (Homo sapiens), O00487; human 26S proteasome, Ub4-pepOG fluorescence polarization; 20S core pre-blocked with epoxomicin; calls only at 20 µM; 360,000 tested, 0.59% active;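 active = inhibition at 20 µM, scaled to each plate's controls, above about 33%, limit read from the data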
# * = called active by the depositor; i = inactive; . = no result given.
SMILES,E coli Lon inh,MLLE-PAM2 inh,FAS TE block,Rin1 Abl inh,MsrA inhibitor,MsrA act,CSN deneddyl inh,MT1-MMP act inh,Rpn11 inh
CCN(CC)S(=O)(=O)c1ccc(C(=O)NC(=S)N(CCO)Cc2ccccc2)cc1,7,20,-3,1,0.8,-3,-3,5,i
CCC(C(=O)Nc1cnccn1)c1ccccc1 (stereo not given),-4,6,-1,-4,-1.2,-1,-2,-7,i
Cc1ccc(SCCC(=O)OC(C(=O)NC(N)=O)C(C)C)cc1 (stereo not given),-2,-1,3,0,1.6,-8,1,-2,i
COc1ccc(C(=O)CN2C(=O)c3ccccc3C2=O)c(OC)c1C,2,-9,14,0,.,-11,-7,4,i
CC(=O)Nc1ccc(NC(=O)Nc2cccc(Cl)c2)cc1,8,-2,2,1,0.7,-3,-4,2,i
O=c1oc2ccccc2c(N2CCOCC2)c1[N+](=O)[O-],-7,-24,8,4,1.4,-2,-3,-9,i
Nc1c(-c2cccc(Cl)c2)cnn1-c1cccc(C(F)(F)F)c1,-3,17,36,-3,0.2,-4,-3,0,i
COc1ccc(-c2csc(Nc3cccc(C)n3)n2)cc1OC,-10,14,13,2,0.1,0,-3,2,i
COc1ccc(N(C(=O)c2snc(C(N)=O)c2N)C(C(=O)NC2CCCC2)c2ccc(C)o2)c(OC)c1 (stereo not given),11,-5,6,-3,0.3,-5,2,2,i
CN(c1ccccc1)S(=O)(=O)c1cc(C(=O)c2nccn2C)ccc1Cl,-8,-1,14,-1,-0.8,-4,-4,6,i
COc1ccc(-c2ccc(C(C)=O)cc2)cc1[C@H]1[C@H]2C=CC[C@@H](C)[C@@H]2C(=O)N1Cc1ccccc1,-6,-101,34,2,0.7,1,2,-13,i
CC(=O)Nc1cccc(NC(=O)c2c(-c3ccccc3)noc2C)c1,-7,6,-5,3,0.4,-8,-2,8,i
COc1ccc(Cc2nnc(NC(=O)C3CCN(C(=O)c4ccco4)CC3)s2)cc1,-13,-11,-4,1,-0.9,-2,1,0,i
Cn1nc(C(=O)Nc2ccc(S(=O)(=O)N3CCOCC3)cc2)c2ccccc2c1=O,-3,-17,4,-1,0.8,-3,1,5,i
Cc1ccc(-n2nnc3ccccc3c2=O)cc1C,0,-7,-4,-2,-0.1,-2,-5,0,i
Cc1csc2nc(=O)c3ccccc3n12,3,16,-8,-1,0.9,-4,2,10,i
CC1CCN(C(C)C(=O)Nc2cc(S(=O)(=O)N3CCCCC3)ccc2Cl)CC1 (stereo not given),-9,12,23,-1,-1.0,-1,3,-1,i
O=C1CC[C@H](O)CCN1CCSc1ccc(Br)cc1,-7,3,-8,2,0.8,-1,0,8,i
COCCn1c(C)cc(C(=O)CSc2ccc3ccccc3n2)c1C,-5,11,16,1,1.6,-2,-8,-10,i
CCOc1ccccc1NC1c2ccccc2C(=O)N1Cc1ccco1 (stereo not given),-9,2,5,1,-1.1,-4,-6,3,i
O=C(Nc1ccccc1)c1nc[nH]c1C(=O)N1CCN(c2ccccc2)CC1,2,21,-5,2,1.7,-3,-1,5,i
COC(=O)c1cc(S(=O)(=O)Nc2nn(C)c3ccccc23)oc1C,-6,9,-5,6,0.8,-1,2,4,i
Cn1cc(-c2cc(C(=O)O)on2)cn1,6,0,-4,1,1.3,-3,-2,3,i
COc1ccc(C(=O)CCC(=O)NCCc2c[nH]c3ccccc23)cc1OC,5,3,0,1,-0.9,5,1,3,i
Cc1ccc(C(=O)CCC(=O)OCC(=O)Nc2cc(S(=O)(=O)N(C)C)ccc2C)cc1,-8,-3,-1,-1,0.5,-4,1,5,i

# Some of these compounds in order of molecular weight, high to low:
SMILES,E coli Lon inh,MLLE-PAM2 inh,FAS TE block,Rin1 Abl inh,MsrA inhibitor,MsrA act,CSN deneddyl inh,MT1-MMP act inh,Rpn11 inh
CCN(CC)S(=O)(=O)c1ccc(C(=O)NC(=S)N(CCO)Cc2ccccc2)cc1,7,20,-3,1,0.8,-3,-3,5,i
Cn1nc(C(=O)Nc2ccc(S(=O)(=O)N3CCOCC3)cc2)c2ccccc2c1=O,-3,-17,4,-1,0.8,-3,1,5,i
CCOc1ccccc1NC1c2ccccc2C(=O)N1Cc1ccco1 (stereo not given),-9,2,5,1,-1.1,-4,-6,3,i
O=c1oc2ccccc2c(N2CCOCC2)c1[N+](=O)[O-],-7,-24,8,4,1.4,-2,-3,-9,i

# The list continues:
SMILES,E coli Lon inh,MLLE-PAM2 inh,FAS TE block,Rin1 Abl inh,MsrA inhibitor,MsrA act,CSN deneddyl inh,MT1-MMP act inh,Rpn11 inh
C=C(C)CSC1=C(C#N)C(c2ccccc2)CC(=O)N1 (stereo not given),-3,-33,-4,2,-0.5,-1,1,0,i
CCOC(=O)C1=C(C)C2C3C(=O)N(c4ccc(C)cc4C)C(=O)C3C1(C)C1C(=O)N(c3ccc(C)cc3C)C(=O)C21 (stereo not given),-4,23,5,0,-0.4,0,-1,3,i
Cc1cccc(N(C)c2ncnc3onc(-c4ccc(F)cc4)c23)c1C,6,10,11,-1,1.3,-3,-3,-5,i
Nc1c(C(=O)Nc2ccc(S(=O)(=O)N3CCCC3)cc2)sc2nc3cc4c(cc3cc12)CCC4,-95,-3,-24,-5,2.8,-3,7,-66,i
O=C1c2ccccc2[C@@H]2C[C@@H](O)[C@H](Nc3cccc(C(F)(F)F)c3)CCN12,-14,-40,-4,1,-0.8,0,1,0,i
Cc1ccccc1NC(=O)C1CC(=O)OC12CCOC(C)(C)C2 (stereo not given),-17,-5,-4,2,-0.5,-3,-2,-1,i
CCOc1ccc(-n2ccc(=O)c(C(=O)O)n2)cc1,-11,-10,-5,2,0.6,-4,1,2,i
CC(=O)Oc1ccc2oc(=O)c3c(c2c1)CCCN3C(=O)CN1CCOCC1,5,1,-8,-2,0.8,-3,4,0,i
COCCCNC(=O)c1ccc(-c2nc3ccccc3nc2-c2ccccc2)cc1,-3,-7,11,1,1.7,-4,1,-3,i
O=C(N/N=C/c1ccc(Cl)cc1)Nc1ccccc1,1,2,18,-2,0.0,-8,2,1,i
CCOc1ccc(C(C)=O)cc1CSC(=N)N,-9,19,-12,2,1.8,-1,-4,1,i
COc1ccccc1NC(=O)c1ccc(-n2ccnc2)c([N+](=O)[O-])c1,-5,1,-21,2,1.1,-1,-1,-1,i
O=C(Nc1ccccc1-c1ccccc1)c1cc(C(F)(F)F)cc(C(F)(F)F)c1,11,4,-10,0,-1.0,-5,0,0,i
COc1ccc(S(=O)(=O)N2CCOCC2)cc1NC(=O)CN1CCCC1,4,10,0,-3,-0.2,-3,2,0,i
CN(C)c1ccc(C(C(=O)NCc2ccccc2)N(Cc2cccnc2)C(=O)c2snc(C(N)=O)c2N)cc1 (stereo not given),4,4,3,1,0.8,-2,0,-1,i
CCn1cc(C(=O)NCCCN2CCCC(C)C2)c(=O)c2cc(S(=O)(=O)N(C)C3CCCCC3)ccc21 (stereo not given),-1,1,-6,5,1.9,-2,4,-4,i
COCCNC(=S)N1CCC2CC1c1cc(-c3ccc4c(c3)OCO4)ccc12 (stereo not given),2,-136,16,-2,-0.2,-6,-2,0,i
CCC(C)Sc1nc2c(c(=O)[nH]1)C(c1cccs1)C1=C(CCCC1=O)N2 (stereo not given),-10,-9,27,-1,1.2,-1,1,-3,i
CC1(C)Cc2c(sc(NC(=O)c3ccco3)c2C(=O)O)CO1,1,13,-2,6,4.7*,-3,3,3,i
O=C(Nc1ccc2c(c1)CCC2)C1CCN(c2c3c(nc4ncnn24)CCC3)CC1,-3,10,4,6,0.3,-3,-6,-7,i
O=C(CNC(=O)c1ccccc1)Sc1ccccc1,-12,21,9,2,0.6,-3,1,-1,i
Cc1cc(C)cc(NC(=O)CSc2nnc(CNC(=O)c3ccco3)n2C)c1,-7,10,-8,4,1.1,-2,0,0,i
CC(C)c1ccc(N(CC(=O)Nc2ccc(S(=O)(=O)N3CCOCC3)cc2)S(C)(=O)=O)cc1,-5,-8,15,-1,-1.6,-1,-2,4,i
COC(=O)Cn1c(=NC(=O)c2ccc(S(=O)(=O)N3CCc4ccccc4C3)cc2)sc2cc(OC)ccc21,-19,21,24,-1,-0.5,-2,0,0,i
CC1=C(C(=O)OC2CCCCCCC2)C(c2ccc(O)cc2)NC(=O)N1 (stereo not given),-6,2,18,-2,0.5,-2,1,3,i

# Next section:
SMILES,E coli Lon inh,MLLE-PAM2 inh,FAS TE block,Rin1 Abl inh,MsrA inhibitor,MsrA act,CSN deneddyl inh,MT1-MMP act inh,Rpn11 inh
O=C(Cn1cnc2scc(-c3ccccc3)c2c1=O)NCc1ccco1,-6,-7,6,-2,0.1,-3,9,1,i
COc1cccc(C2CCCN2Cc2nc(-c3sccc3C)oc2C)c1 (stereo not given),-11,-42,5,2,-0.4,-3,17,-3,i
CCC(CC)c1nnc(NC(=O)C2CCCO2)s1 (stereo not given),2,16,-6,-4,-0.1,-1,-5,-1,i
COc1cccc(CN(C)C(=O)c2ccc3nccnc3c2)c1,-15,-5,-10,0,0.3,-4,-1,-9,i
O=C(Nc1cccc(N2C(=O)C3CCCCC3C2=O)c1)c1ccccc1 (stereo not given),7,-3,0,-2,0.6,-4,0,-1,i
CCc1nc2nc(C)c(NS(=O)(=O)c3ccc(F)cc3)c(=O)n2[nH]1,4,-6,-7,3,1.1,-9,-1,1,i
CCOc1cc(N2CCOCC2)c(OCC)cc1NC(=O)COC(=O)/C=C/c1ccc(OC(F)F)cc1,-8,16,17,3,-1.2,7,-3,-3,i
COc1cc2c(cc1OC)CN(C(=O)Cc1c(F)cccc1Cl)CC2,5,-5,-4,1,0.1,-13,0,3,i
CC(C)(C)NC(=O)NC(=O)COC(=O)c1ccc(OC(F)(F)F)cc1,-10,-6,2,-2,0.6,2,-5,2,i
COc1cccc(NC(=O)CN(C)CC(=O)Nc2ccc(Br)cc2)c1,0,8,4,1,-0.6,-1,5,-2,i
CC(C)OCCCn1c(=S)[nH]c2cc3c(cc2c1=O)OCO3,-6,-14,-4,3,0.9,-1,-8,1,i
O=C(COC(=O)c1cc(=O)[nH]c2ccccc12)Nc1ccc(Cl)cn1,2,-2,-3,0,0.8,-1,4,-2,i
O=P(Nc1ccccc1)(Nc1ccccc1)c1ccccc1,-6,9,-6,4,1.6,-8,-2,-6,i
COc1cc(OC)cc(C(=O)NCCn2ccc3ccccc32)c1,-7,7,-2,1,-0.1,-1,-1,-1,i
COCCn1cnnc1SCC(=O)Nc1sccc1C(N)=O,-3,14,-7,-1,1.1,-3,4,3,i
Cc1c(CCOC(=O)C23CC4CC(CC(C4)C2)C3)sc[n+]1CC#N,-6,32,-1,7,0.3,-1,4,-4,i
COc1ccc(NC(=O)Nc2cc3oc4ccccc4c3cc2OC)cc1,2,3,14,2,1.6,-5,2,3,i
Cn1nnnc1Sc1ncnc2scc(-c3ccc(Br)cc3)c12,-2,-3,27,-1,0.5,-11,14,2,i
CC(NC(=O)C(=O)NN=C1CCC(C(C)(C)C)CC1)c1ccccc1 (stereo not given),0,1,-4,1,0.6,0,-3,-4,i

# Screening data from PubChem BioAssay.
